# bovine MsrA act: bovine MsrA enzyme activators, primary screen, biochemical, absorbance, HTS; purified bovine MsrA, absorbance read-out; AID 602163, 2012; hit rate 0.3% among 360,000; activation, % at 10.6 µM; Methionine sulfoxide reductase A (Bos taurus); in the data active means activation above about 7.5%;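 further: 0% = vehicle and 100% = reference activator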
# CendR NRP1 mod: modulators of CendR peptide binding to NRP-1, primary screen, biochemical, fluorescence polarization, uHTS | Neuropilin-1 (Homo sapiens), O14786 | inhibition, % at 25 µM | hit rate 0.85% among 360,000 | FAM-RPARPAR peptide binding to NRP-1 | AID 602438, 2012;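 active means inhibition or corrected inhibition above about 18%, plus a signal ratio from 0.5 to 1.5, limit read from the data, passing the limit was not always enough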; further: strong numbers were not always called active
# Neddylation inh: inhibitors of cullin neddylation, primary screen, biochemical, TR-FRET, uHTS, NAE and Ubc12; NEDD8-conjugating enzyme Ubc12 (Homo sapiens) + NEDD8-activating enzyme E1 regulatory …; calls only at 25 µM; hit rate 0.58% among 360,000; in the data active means inhibition above about 36%
# Target sequence (P61081 whole entry, looked up): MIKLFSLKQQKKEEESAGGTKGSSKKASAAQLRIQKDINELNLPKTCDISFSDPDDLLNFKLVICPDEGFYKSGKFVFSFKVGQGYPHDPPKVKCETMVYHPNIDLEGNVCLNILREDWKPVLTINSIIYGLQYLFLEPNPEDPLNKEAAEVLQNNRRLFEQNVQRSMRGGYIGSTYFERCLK
# Target sequence (Q13564 whole entry, looked up): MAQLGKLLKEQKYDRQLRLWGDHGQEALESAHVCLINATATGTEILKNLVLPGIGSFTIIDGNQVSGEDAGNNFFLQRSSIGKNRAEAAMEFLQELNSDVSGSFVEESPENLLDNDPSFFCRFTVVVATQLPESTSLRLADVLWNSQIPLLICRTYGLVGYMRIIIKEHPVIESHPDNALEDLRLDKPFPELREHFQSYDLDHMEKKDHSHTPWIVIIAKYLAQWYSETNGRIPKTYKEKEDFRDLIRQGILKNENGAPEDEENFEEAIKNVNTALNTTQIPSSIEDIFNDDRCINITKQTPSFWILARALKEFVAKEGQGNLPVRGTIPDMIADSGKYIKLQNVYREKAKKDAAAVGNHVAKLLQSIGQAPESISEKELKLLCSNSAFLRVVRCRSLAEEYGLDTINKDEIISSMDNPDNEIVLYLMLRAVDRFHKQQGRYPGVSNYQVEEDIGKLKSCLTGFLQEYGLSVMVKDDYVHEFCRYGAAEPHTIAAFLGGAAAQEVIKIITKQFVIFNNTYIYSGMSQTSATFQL
# Rin1 Abl inh: inhibitors of Rin1-Abl protein binding, primary screen, biochemical, TR-FRET; inhibition, % at 7.35 µM; hit rate 0.4% among 360,000; AID 588664, 2011; in the data active means inhibition above about 5%, passing the limit was not always enough
# MsrA inhibitor: bovine MsrA enzyme inhibitors, primary screen, biochemical, absorbance, HTS | AID 651718, 2012 | purified bovine MsrA, absorbance read-out | Methionine sulfoxide reductase A (Bos taurus) | inhibition, % at 15.5 µM | hit rate 0.75% among 360,000; in the data active means inhibition above about 4.5%;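 further: 0% = vehicle wells with enzyme and 100% = reference inhibitor wells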
# SKN-1 block: suppressors of acrylamide-induced Pgst-4::GFP reporter in worms, primary screen, SKN-1 inhibitor project, whole organism, uHTS, GFP/RFP fluorescence ratio, strain VP596. hit rate 0.49% among 360,000. C. elegans VP596 Pgst-4::GFP/RFP ratio, 24 h. inhibition, % at 21.8 µM;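 active means interference check ratio from 0.5 to 1.5 plus GFP to RFP signal ratio inhibition reaching or exceeding a fixed threshold, cut at about 30% in these data, passing the limit was not always enough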; further: some compounds called inactive have numbers as strong as hits
# MT1-MMP act inh: blockers of MT1-MMP proenzyme processing, primary screen, HT1080 RFP-PRO-GFP cells, GFP/RFP fluorescence; hit rate 0.061% among 360,000; GFP/RFP ratio change, % at 20 µM; AID 651647, 2012; GFP/RFP ratio fluorescence, overnight; percent of plate control window, DMSO zero; Matrix metalloproteinase-14 (Homo sapiens), P50281;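 active means GFP/RFP ratio change of at least 30% with cell ATP level not reduced by more than half and red fluorescence within 50% of control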; further: strong numbers were not always called active
#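 Assay system: HT1080 cells carrying an RFP-PRO-GFP reporter | Dosing: Single dose of 20 µM compound, 1% DMSO final | Incubation: Cells overnight before dosing, compound overnight, 37 °C, 5% CO2 | Evaluation: GFP/RFP fluorescence ratio | Control set: DMSO and RFP-L50D-GFP cell wells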
# FAS TE block: FAS thioesterase domain inhibitors, primary screen, biochemical, fluorescence intensity, uHTS; Fatty acid synthase (Homo sapiens), P49327; recombinant FAS-TE, OMFH fluorogenic substrate, fluorescence endpoint; inhibition, % at 15 µM; hit rate 0.67% among 360,000;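 active means compounds whose normalised, plate-corrected inhibition of enzyme fluorescence in the single-dose primary screen is 50% or more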;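 further: 0% = DMSO with enzyme and 100% = substrate without enzyme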
# E coli Lon inh: inhibitors of E. coli Lon protease, primary screen, biochemical, fluorescence polarization. inhibition, % at 7.94 µM. P0A9M0. purified E. coli Lon protease. hit rate 0.42% among 360,000; in the data active means inhibition above about 13%, passing the limit was not always enough;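 further: 0% = enzyme with probe and DMSO and 100% = no enzyme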
# * hit, by the source's call; i = inactive; nt = not tested or not shown; + = active, no number. The order is random; 4.2% or so of the library scored in one or more.
SMILES,bovine MsrA act,CendR NRP1 mod,Neddylation inh,Rin1 Abl inh,MsrA inhibitor,SKN-1 block,MT1-MMP act inh,FAS TE block,E coli Lon inh
CCC(=O)Nc1ccc(S(=O)(=O)Nc2ccc(Cl)nn2)cc1,-5,-8,i,0,-0.9,6,2,-5,-1
COc1ccc(S(=O)(=O)N(Cc2ccccc2)Cc2nc(-c3ccccc3)no2)cc1,-2,-9,i,0,0.9,-5,-5,30,1
Cn1c(SCC(=O)NN2C(=O)NC(C)(c3ccccc3)C2=O)nnc1-c1ccncc1 (configuration not stated),-5,-3,i,4,0.5,13,-1,-6,-13
O=[N+]([O-])c1cccc(/C=N/NS(=O)(=O)c2ccccc2)c1,-5,10,i,0,0.3,12,-1,-2,-8
COC(=O)c1cc(NS(=O)(=O)c2ccc3c(c2)c(=O)n(C)c(=O)n3C)cc(C(=O)OC)c1,-4,-6,i,3,-1.0,8,-2,3,-13
O=c1c2cc(N3CCOCC3)ccc2[nH]c(=S)n1Cc1ccco1,-5,-21,nt,3,0.7,-6,0,-4,-13
Cc1nc2ccc(C(=O)Nc3ccc4c(c3)OCC(=O)N4)cn2c1N(C)C(=O)CCc1ccccc1,-1,2,i,3,0.6,4,1,-5,-5
CSc1ccc(/C=N/NC(=O)CNc2cccc3ccccc23)cc1,-5,14,i,-4,2.1,3,1,-1,-5
COc1ccc(CNS(=O)(=O)c2cc(-c3cc(C)no3)ccc2C)cc1OC,-6,0,i,4,-0.2,-1,3,-3,4
O=C(CSc1cccc[n+]1[O-])Nc1ccc(Br)cc1Br,-3,-8,i,5,-0.3,-15,7,-2,-9
COc1ccc(-c2c(-c3ccc(OC)cc3O)nc(C)nc2C(F)(F)F)cc1,-8,-1,i,1,1.3,-3,-4,16,0
CN(C)C(=O)CCC(=O)N1CCCC(C(=O)c2ccc3c4c(cccc24)CC3)C1 (configuration not stated),-4,-14,+,1,2.0,7,2,-4,6
NNC(=S)NC1CC2CC1C1C=CCC21 (configuration not stated),-2,15,i,4,1.2,4,-1,-2,-1
Cc1ncsc1C(=O)Nc1nc2c(s1)CC(C)CC2 (configuration not stated),-11,-7,i,0,6.3*,0,1,-6,-4
O=C(N/N=C/c1c[nH]c2ccccc12)c1sc2ccccc2c1Cl,-2,-3,i,-2,2.0,13,-81,14,-5
Cc1ccc(C(OCCN(C)C)c2cccc(C(F)(F)F)c2)cc1 (configuration not stated),2,4,i,3,-0.6,9,-7,-7,2
CCCc1nnc(SCC(=O)N2CCCCC2C)n1CC (configuration not stated),-2,3,i,-3,-1.4,-7,-3,-8,1
CC(=O)Nc1ccc(C(=O)CCl)cc1,-8,-4,i,4,0.1,-24,-1,-1,3
Cc1cc2cc(CN(Cc3cccs3)Cc3nnnn3CC3CCCO3)c(=O)[nH]c2cc1C (configuration not stated),-2,-4,i,2,0.5,8,-1,6,5
CC(C)Nc1nc(Nc2ccccc2Cl)c2sccc2n1,-2,11,i,-2,0.3,6,-1,4,-11
CC(C)Oc1cc(F)ccc1-c1cc(C(=O)NCc2ccccc2)[nH]n1,-1,2,i,-2,0.1,2,-5,8,10
Cc1sc(NC(=O)CSc2n[nH]c(N)n2)c(C#N)c1C,-5,-31,i,-1,0.8,11,-4,-2,-13
CC1CCN(C(=O)COC(=O)c2ccc(F)c(S(=O)(=O)N3CCOCC3)c2)CC1,-2,12,i,2,0.0,18,-2,-2,0
Cc1ccc(N(C(=O)c2csnn2)C(C(=O)NC(C)(C)C)c2ccncc2)cc1 (configuration not stated),-12,-9,i,1,1.2,-8,8,-10,7
CSCCC(NC(=O)c1ccco1)C(=O)NCC1CCCO1 (configuration not stated),-2,2,i,2,0.2,26,-5,-7,-5
COCCNC(=O)NC(=O)COC(=O)c1cccn1C,-1,-3,i,0,-0.4,3,5,-4,-12
CC1(C(=O)NS(=O)(=O)c2ccccc2Cl)CCN1C(=O)Cc1cccc2ccccc12 (configuration not stated),4,15,i,0,0.9,14,3,-8,-7
COC(=O)C(C)(C(=O)OC)c1ccc(C(F)(F)F)cc1[N+](=O)[O-],-14,3,i,2,0.3,7,0,-2,-11
COc1ccc2cc3cc(C(=O)Nc4ccccc4N4CCN(C)CC4)oc3nc2c1,-1,-3,i,-4,-0.8,-15,-20,2,-7
CSc1nc(S(C)(=O)=O)nc2[nH]c(=O)[nH]c12,-2,-1,i,-4,0.6,24,-7,-5,-3
CCOC(=O)CNC(=O)CN1C(=O)CCSc2ccccc21,-3,-6,i,4,-0.1,-3,2,-4,0
CCOc1cc(CNCCc2ccc(S(N)(=O)=O)cc2)cc(Cl)c1OCc1ccccc1,0,-11,i,1,nt,12,-4,3,2
COc1ccc(S(=O)(=O)N2CCCCCC2)cc1NS(=O)(=O)c1cc(C(=O)O)cc(C)c1C,-6,-8,i,1,-0.2,-18,1,-4,4
O=C(O)Cc1nc(-c2cccnc2)sc1-c1ccc(Br)cc1,-2,-6,i,-6,0.6,7,2,6,1
CC(C)CN(C(=O)CCNC(=O)c1ccc([N+](=O)[O-])cc1)C1CCS(=O)(=O)C1 (configuration not stated),-5,16,i,3,0.5,1,1,5,-8
COc1ccc(S(=O)(=O)N2CCCCC2c2cc(C(=O)Nc3ccccc3)no2)cc1 (configuration not stated),-9,-6,i,1,-0.6,9,0,4,8
C[C@H]1CN([C@@H](C)CO)S(=O)(=O)c2ccc(C#Cc3ccccn3)cc2O[C@H]1CN(C)Cc1ccc(F)cc1,0,-7,i,-3,0.8,2,-3,-1,2
CCc1nnc(NC(=O)CCC(=O)NCc2ccccc2OC)s1,-13,-11,i,3,-1.2,-25,nt,-15,-6
CC(C)[C@@H](CO)NC(=O)c1ccc2c3n(nc2c1)-c1ccc(Cl)cc1CO3,-6,7,i,-2,0.8,12,-1,-5,-3
O=C(Oc1ccccc1)c1ccc(NC(=O)c2ccco2)cc1,-5,-1,i,1,1.1,2,0,-1,-12
Cc1nn(-c2ccccc2)cc1/C=N/O,-1,0,i,1,0.6,5,2,-9,-3
O=C(c1cc(COc2ccc(F)cc2Cl)on1)N1CCCC(OCc2cccnc2)C1 (configuration not stated),1,2,i,-2,1.4,9,-2,6,0
CCOC(=O)c1cc(=O)nc(N)s1,-4,-4,i,0,-0.6,-9,-1,-6,-17
COC(=O)c1ccc(COC(=O)CNC(=O)c2cccc(OC)c2)o1,1,8,i,2,-0.5,0,2,-2,-4
Cc1ccc(Sc2c(C=O)c3ccccc3n2C)cc1,-1,-5,i,-7,0.3,2,-18,18,3
Cc1ccccc1/C=N/NC(=O)CSc1nc2ccccc2o1,-3,-6,i,0,-0.2,-5,4,-7,-6
Cc1ccc(S(=O)(=O)N2CCOCC2)cc1C(=O)NCc1cn2ccsc2n1,-14,10,i,2,-0.5,9,1,-4,-1
COc1cc(OC)c2c(-c3cccc(-c4ccc(OC)c(F)c4)c3)cc(=O)oc2c1,-2,-13,i,2,0.9,-5,7,13,-3
COc1ccc(NS(=O)(=O)c2cc(NC(=O)c3cccc(OCc4c(C)noc4C)c3)ccc2OC)cc1,1,-2,i,2,-0.2,8,3,42,4
O=C(O)c1ccccc1OCCOCCOc1ccccc1C(=O)O,-1,5,i,2,-0.2,2,4,-4,-3
CCOC(=O)c1cc(C)nc(S(C)(=O)=O)c1C#N,-1,6,i,2,1.8,13,-2,1,1
Cc1ccc(NC(=O)C(=O)NCC2CCCN2S(=O)(=O)c2cccs2)cc1C (configuration not stated),-2,-8,i,2,-0.6,2,-3,14,-2
C[C@H](CO)N1C[C@H](C)[C@@H](CN(C)S(=O)(=O)c2cccs2)Oc2ccc(NC(=O)Nc3ccc4c(c3)OCO4)cc2C1=O,0,2,i,4,-1.6,-9,13,4,4
O=S1(=O)c2ccc(Br)cc2N2CCC[C@@H]2CN1Cc1ccc(Cl)cc1,-3,-3,i,0,1.0,1,-3,24,-3
CC(C)CN(C(=O)C1CCCO1)C1CCS(=O)(=O)C1 (configuration not stated),-3,7,i,1,1.1,-3,0,-4,-12
Cc1noc(C)c1S(=O)(=O)N(C)Cc1ccccc1,-5,-5,i,0,0.2,-4,8,-1,-2
O=S(=O)(c1ccc(Cl)nc1)N1CCC(Cc2ccccc2)CC1,-2,1,i,-2,-1.5,-8,1,-4,25
CCOC(=O)c1cccc(N2CC3CNC(=O)C2(C(=O)OC)N3C)c1 (configuration not stated),-1,21*,i,3,-1.4,18,3,-9,3
COc1cccc(C2C(C#N)=C(N)Oc3cc(C)[nH]c(=O)c32)c1OC (configuration not stated),2,-3,i,-4,-0.3,12,-8,-3,-2
C/C(=N/NC(=O)c1ccco1)c1cccc(NC(=O)c2ccc(C)o2)c1,-5,14,i,-1,0.6,-1,2,-12,4
# The results go on.
SMILES,bovine MsrA act,CendR NRP1 mod,Neddylation inh,Rin1 Abl inh,MsrA inhibitor,SKN-1 block,MT1-MMP act inh,FAS TE block,E coli Lon inh
CN1CCN(Cc2cn(C)nc2-c2ccccc2F)CC1c1ccccc1 (configuration not stated),0,7,i,-2,0.5,-1,-7,-3,3
CCCCCCCC(=O)OCC(=O)[C@@]1(O)CC[C@H]2[C@@H]3CCC4=CC(=O)CC[C@]4(C)[C@H]3[C@@H](O)C[C@@]21C,0,-9,i,4,-0.5,6,0,22,-2
Cc1ccc2nc(NC(=O)C3CCN(S(=O)(=O)c4cnc[nH]4)CC3)sc2c1,-9,3,i,-2,-1.4,8,12,-32,8
COc1ccc(-c2noc(CCC(=O)N3CCN(c4cccc(Cl)c4)CC3)n2)cc1,-5,2,i,1,1.5,-9,4,13,4
O=C(c1ccc(Br)cc1)C(CN1CCOCC1)c1ccccc1 (configuration not stated),-2,-11,i,4,0.8,17,-14,4,7
CCCC(C)NC1=NCCCCC1 (configuration not stated),-2,1,i,0,-0.5,-2,2,-6,-1
COc1ccc(CNC(=O)C2CCCN(S(=O)(=O)c3cccc4nsnc34)C2)cc1 (configuration not stated),0,-4,i,-5,-0.3,-7,0,-5,-8
O=C(CSc1n[nH]c(-c2cccnc2)n1)Nc1ccc(Cl)cc1,-3,1,i,0,-1.1,-2,2,-13,-4

# Compound activity as filed in PubChem.
